# aGal spleen mod – inhibits or activates alpha-galactosidase in human spleen homogenate. AID 2107. actives 0.008% (n = 240,000). Potency, µM (series often up to 80 µM), for inactives: at the highest dose activity change, negative = inhibition, most hits filed as inhibitors. human spleen homogenate, 4MU-alpha-Gal fluorescence, 40 min. P06280;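 further: 0% = enzyme with vehicle and -100% = no enzyme basal signal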
# Target sequence (P06280 32-429 limits assumed): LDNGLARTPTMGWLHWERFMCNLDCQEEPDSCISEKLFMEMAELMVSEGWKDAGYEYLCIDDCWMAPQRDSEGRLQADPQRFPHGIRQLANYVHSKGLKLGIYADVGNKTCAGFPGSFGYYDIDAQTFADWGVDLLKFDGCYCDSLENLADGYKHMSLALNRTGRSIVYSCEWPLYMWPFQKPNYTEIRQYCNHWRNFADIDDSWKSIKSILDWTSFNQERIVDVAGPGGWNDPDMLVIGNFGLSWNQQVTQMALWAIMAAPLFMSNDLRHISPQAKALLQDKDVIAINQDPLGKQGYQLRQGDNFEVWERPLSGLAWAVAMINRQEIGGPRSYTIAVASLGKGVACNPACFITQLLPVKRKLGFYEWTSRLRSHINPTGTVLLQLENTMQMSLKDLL
#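 Fluorogenic readout (Ex 365/Em 440 nm) of 4-methylumbelliferone released from 1 mM 4-MU-alpha-galactoside by spleen homogenate, 40 min at 37C, pH 5.0. Data normalized to no-enzyme and enzyme controls; Hill-equation AC50 from compound titrations.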
# RGS12 GoLoco inh – blocks human Gai1 binding to RGS12 GoLoco peptide, red readout; actives 0.44% (n = 230,000); P63096; Gai1:RGS12 GoLoco peptide FP, rhodamine, 10 min; Potency, µM (series often up to 61.6 µM), without a hit: at the top dose activity, negative = inhibition, usual class: inhibitors; active means well fitted inhibition curve with a large enough effect, not every such curve was filed as active; inactive means no such curve, though single readings can be large or run the other way; further: nearly all actives have a fitted effect of over 30% in size; many of its hits are not listed in these tables
# ALDH1A1 inh – ALDH1A1 (human) enzyme inhibition. P00352. Purified ALDH1A1, NADH fluorescence, propionaldehyde substrate. Potency, µM (highest dose often 75.3 µM), for the others: top-dose activity, negative = inhibition, hits mostly inhibitors. actives 7.3% (n = 220,000); active means well fitted inhibition curve with a large enough effect, not every such curve was filed as active; inconclusive means small, poorly fitted or top-dose-only effect, or another doubt; inactive means no such curve, though single readings can be large or run the other way;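 further: plate controls were no enzyme wells and a reference inhibitor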
# Target sequence (P00352 whole entry, looked up): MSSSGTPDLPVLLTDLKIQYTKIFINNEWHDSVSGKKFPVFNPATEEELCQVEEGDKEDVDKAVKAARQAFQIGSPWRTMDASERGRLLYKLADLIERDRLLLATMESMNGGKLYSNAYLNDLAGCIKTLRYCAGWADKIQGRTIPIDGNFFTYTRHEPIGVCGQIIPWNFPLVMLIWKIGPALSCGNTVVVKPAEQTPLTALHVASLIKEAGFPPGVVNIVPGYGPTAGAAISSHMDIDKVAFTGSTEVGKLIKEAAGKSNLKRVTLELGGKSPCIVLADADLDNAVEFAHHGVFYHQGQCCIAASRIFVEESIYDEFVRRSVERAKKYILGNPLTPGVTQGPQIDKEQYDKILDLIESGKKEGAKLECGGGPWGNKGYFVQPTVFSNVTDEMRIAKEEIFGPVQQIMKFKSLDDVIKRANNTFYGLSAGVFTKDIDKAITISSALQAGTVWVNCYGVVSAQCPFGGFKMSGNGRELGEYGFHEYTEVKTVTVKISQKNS
# aGlu spleen mod – inhibits or activates alpha-glucosidase in human spleen homogenate; P10253; human spleen homogenate, 4-MU-alpha-glucoside fluorescence; Potency, µM (doses to about 79.9 µM), for the others: at the highest dose activity change, negative = inhibition, most hits filed as inhibitors; actives 0.006% (n = 240,000);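 further: 0% = enzyme with vehicle and -100% = no enzyme basal signal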
#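 Compounds were titrated against alpha-glucosidase in spleen homogenate at pH 5.0, with 1 mM 4-methylumbelliferyl substrate for 40 min at 37 C. Reactions were quenched with pH 10 NaOH/glycine and fluorescence measured.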
# An asterisk follows results filed as active; ? = inconclusive; / = not tested or not shown; & = joins results of further samples; [ ] = remark or other dose. Unless noted, the call rests on the fitted dose curve; in most records, active means well fitted curve in the direction sought with a large enough effect; inconclusive means small, poorly fitted or top-dose-only effect, or another doubt; inactive means no such curve, though single readings can be large; an effect the other way counts as inactive or inconclusive. Unless noted, on the % scale 0 is the no-effect control and ±100 the full control effect; potency means the concentration at half of the fitted maximal effect. Only part of the results is shown; the hit share may differ from the screen's.
cpd	compound	aGal spleen mod	RGS12 GoLoco inh	ALDH1A1 inh	aGlu spleen mod
1	COc1ccc([C@H]2OCC3C2CO[C@@H]3c2ccc(OC)c(OC)c2)cc1OC (some centres not stated)	-14%	/	/	5%
2	COc1cc(C(=O)O[C@@H]2CC3CC[C@]2(C)C3(C)C)ccc1O	0%	/	/	-3%
3	CC[C@H](C)[C@H](N)C(=O)N[C@H]1CCC(=O)NCC(C(=O)N[C@@H](Cc2ccc(O)cc2)C(=O)N[C@@H](CCCNC(=N)N)C(=O)N[C@@H](CC(C)C)C(=O)N[C@@H](CCCNC(=N)N)C(=O)N[C@@H](Cc2ccc(O)cc2)C(N)=O)NC(=O)[C@@H]2CCCN2C(=O)[C@@H](NC(=O)[C@@H](N)[C@@H](C)CC)CCC(=O)NCC(C(=O)N[C@@H](Cc2ccc(O)cc2)C(=O)N[C@@H](CCCNC(=N)N)C(=O)N[C@@H](CC(C)C)C(=O)N[C@@H](CCCNC(=N)N)C(=O)N[C@@H](Cc2ccc(O)cc2)C(N)=O)NC(=O)[C@@H]2CCCN2C1=O (some centres not stated)	-10%	/	/	0%
4	O=C(O)c1ccc(O)cc1	-6%	/	/	0%
5	C=C1CCN(C(CC(C)C)C(=O)O)S(=O)(=O)c2ccccc21 (configuration not stated)	3%	/	/	-4%
6	CC(C)(C)OC(=O)NC(Cc1ccccc1)C(=O)NC1COC2CC(n3ccc(=O)[nH]c3=O)OC12 (configuration not stated)	11%	/	/	6%
7	COc1ccc(OC)c(C2=Nn3c(nnc3-c3ccccc3O)SC2)c1	10%	/	/	10%
8	COc1cc(OC)c2c(C)cc(=O)oc2c1C(CCN1CCCCC1)c1ccc(N(C)C)cc1 (configuration not stated)	-7%	/	/	2%
9	COc1ccc(-c2nnc3n2N=C(c2cc(OC)ccc2OC)CS3)cc1	4%	/	/	-1%
10	C[C@H](N)C(=O)N[C@@H](Cc1ccc(F)cc1)C(=O)N[C@@H](CCCN=C(N)N)C(=O)N[C@@H](CC1CCCCC1)C(=O)N[C@@H](CCCCN=C(N)N)C(=O)N[C@@H](Cc1ccc(O)cc1)C(N)=O	-16%	/	/	-5%
11	COc1ccc(C2C3C=CCC(c4cccc(-c5ccc(N(C)C)cc5)c4)C3C(=O)N2Cc2ccccc2)cc1Cl (configuration not stated)	5%	/	/	7%
12	Cc1cc2c(c(C)c1Cl)C(c1ccc3c(c1)OCO3)CC(O)(c1ccccc1)O2 (configuration not stated)	5%	/	/	-3%
13	CCC1(c2ccccc2)NC(=O)N(C)C1=O (configuration not stated)	0%	/	/	-5%
14	CC[C@@]1(c2ccccc2)NC(=O)NC1=O	0%	/	/	4%
15	NC(=O)c1ccc(C[C@H](C(=O)O)N2C(=O)c3ccc(C(=O)O)cc3C2=O)cc1	-5%	/	/	4%
16	O=C(O)c1ccc(/C=C2/SC(=S)N(c3cccc(C(F)(F)F)c3)C2=O)cc1	5%	/	/	-6%
17	O=C(O)c1ccc(S(=O)(=O)N[C@H](Cc2c[nH]c3ccccc23)C(=O)O)cc1	2%	/	/	-5%
18	CCOC(=O)Cn1c(=O)sc2cccc(Cl)c21	3%	/	/	-8%
19	Cc1noc(C)c1-c1ccc2ncnc(NCc3ccc(Br)cc3)c2c1	7%	/	/	-9%
20	NCCCCCCNc1nc2c(N)ncnc2n1[C@@H]1O[C@@H]2COP(=O)(O)O[C@H]2[C@H]1O	2%	/	/	-1%
21	Nc1nc(N)nc(-c2cc(Cl)ccc2Cl)n1	4%	2%	/	2%
22	Cc1cc2c(nc1C)CCCN2C[C@@H](O)CN1CCN(C)CC1	5%[17.5 µM]	/	-12%[13.5 µM]	3%[17.4 µM]
23	CO[C@H]1COC(=O)[C@H](C)COC(=O)[C@H](C)NC(=O)C/C=C\[C@H]1C	-9%[17.5 µM]	/	0%[13.5 µM]	-7%[17.4 µM]
24	COc1ccc(/C=C/NC(=O)c2ccc(OC)cc2)cc1	5%[17.5 µM]	/	2.8µM*	-2%[17.4 µM]
25	COC(=O)NC(CC(C)=O)c1ccc(Cl)cc1 (configuration not stated)	-8%[17.5 µM]	/	4%[13.5 µM]	7%[17.4 µM]
26	CCN1C(=O)[C@H]2[C@H]3[C@H](O)[C@H](O)C/C(=N/OC[C@@H](O)COCc4ccco4)[C@H]3CC[C@@H]2C1=O	0%[17.5 µM]	/	12%[13.5 µM]	-4%[17.4 µM]
27	CON(C)C(=O)c1nnc2c(n1)[nH]c1ccccc12	10%[17.5 µM]	/	-5%[13.5 µM]	-3%[17.4 µM]
28	CO[C@H]1COC(=O)C/C=C\[C@H](C)COC(=O)[C@@H](OCc2ccccc2)/C=C\[C@@H]1C	15%[17.5 µM]	/	-7%[13.5 µM]	-6%[17.4 µM]
29	CC(=O)OC[C@@H]1O[C@H](C/C=N\O[C@@H](C)c2cn([C@H](CO)Cc3ccccc3)nn2)C=C[C@@H]1OC(C)=O	-9%&0%[17.5 µM]	/	11%&4%[13.5 µM]	2%&-2%[17.4 µM]
30	COC(=O)[C@@H]1CC[C@H](C)[C@@H](c2ccc(C)cc2)N1C(=O)c1ccc(/C=N\O[C@@H](C)c2cn([C@H]3COC[C@H]3O)nn2)cc1	4%[17.5 µM]	/	0%[13.5 µM]	0%[17.4 µM]
31	O=C1C2=CC[C@H]3C(=O)N(Cc4ccc5c(c4)OCO5)C(=O)[C@@H]3[C@@H]2[C@H](O)[C@@H]2O[C@H]12	-4%[17.5 µM]	/	3%[13.5 µM]	2%[17.4 µM]
32	CC(=O)OC[C@@H]1O[C@H](CCON=C(C)C)C=C[C@@H]1OC(C)=O	9%[17.5 µM]	/	3%[13.5 µM]	3%[17.4 µM]
33	C#CCCCO/N=C1/C[C@@H](O)[C@@H](O)[C@@H]2[C@@H]3C(=O)N(CCC(=O)OCC)C(=O)[C@H]3CC[C@@H]12	-15%[17.5 µM]	/	-2%[13.5 µM]	-1%[17.4 µM]
34	CCN1C(=O)[C@H]2[C@@H]3[C@H](O)C=CC(=O)[C@H]3CC[C@H]2C1=O	0%[17.5 µM]	/	3.2µM*	3%[17.4 µM]
35	C/C=C/OC(=O)NC(c1cccc(C)c1)[C@@]1(C(=O)OCC)CCCC1=O (some centres not stated)	5%[17.5 µM]	/	18%[13.5 µM]	2%[17.4 µM]
36	CCCCCCCC1=CC2=CC(=O)C(C)(O)C(=O)C2=CN1CCCC (configuration not stated)	16%[17.5 µM]	/	-2%[13.5 µM]	10%[17.4 µM]
37	O=C1CCCC=C1[C@@H](O)C1CCCCC1	-3%[17.5 µM]	/	5%[13.5 µM]	-9%[17.4 µM]
38	CCN1C(=O)[C@H]2[C@H]3[C@H](O)[C@H](O)C/C(=N/OC[C@@H](C)[C@H](OCc4ccccc4)C(C)C)[C@@H]3CC[C@@H]2C1=O	-3%[17.5 µM]	/	-1%[13.5 µM]	-4%[17.4 µM]
39	O=C1C=CC2(OCCCO2)C(Br)=C1	-10%[17.5 µM]	/	4%[13.5 µM]	5%[17.4 µM]
40	CO[C@H]1COC(=O)CCC[C@H](C)[C@@H](OC)COC(=O)C/C=C\[C@@H]1C	3%[17.5 µM]	/	12%[13.5 µM]	8%[17.4 µM]
41	C=CC[C@@H]1C=C[C@@H](O/N=C\C[C@@H]2C=C[C@H](OC(C)=O)[C@H](COC(C)=O)O2)[C@@H](CO)O1	5%[17.5 µM]	/	12%[13.5 µM]	1%[17.4 µM]
42	O=C(N/N=C1/C[C@@H](O)[C@@H](O)[C@@H]2[C@@H]3C(=O)N(Cc4ccccc4)C(=O)[C@H]3CC[C@@H]12)OCc1ccccc1	-4%[17.5 µM]	/	-2%[13.5 µM]	4%[17.4 µM]
43	CCN1C(=O)[C@H]2[C@H]3[C@H](O)[C@H](O)C/C(=N/NC(=O)OCc4ccc(OC)cc4)[C@@H]3CC[C@@H]2C1=O	-13%[17.5 µM]	/	-4%[13.5 µM]	0%[17.4 µM]
44	CC(C)CO/N=C1/C[C@@H](O)[C@@H](O)[C@@H]2[C@H]3C(=O)N(c4ccc(F)cc4F)C(=O)[C@@H]3CC[C@@H]12	-4%[17.5 µM]	/	-3%[13.5 µM]	5%[17.4 µM]
45	COC(=O)[C@@H]1CC[C@H](C)[C@@H](c2ccc(C)cc2)N1C(=O)c1ccc(/C=N\OC[C@@H](O)COCc2ccco2)cc1	2%[17.5 µM]	/	-7%[13.5 µM]	-7%[17.4 µM]
46	CCOC(=O)N/N=C1/C[C@@H](O)[C@@H](O)[C@@H]2[C@@H]3C(=O)N(C(C)(C)C)C(=O)[C@H]3CC[C@@H]12	-6%[17.5 µM]	/	10%[13.5 µM]	7%[17.4 µM]
47	COC(=O)C/C=C\[C@@H](C)[C@@H](/C=N\O[C@@H](C)c1cn([C@H]2COC[C@H]2O)nn1)OC	11%[17.5 µM]	/	9%[13.5 µM]	5%[17.4 µM]
48	C[C@@H](c1ccccc1)N1C(=O)[C@H]2[C@H]3[C@H](O)[C@H](O)C/C(=N/OC[C@@H](O)COCc4ccco4)[C@@H]3CC[C@@H]2C1=O	-11%[17.5 µM]	/	6%[13.5 µM]	-5%[17.4 µM]
49	CCOC(=O)CCN1C(=O)[C@H]2[C@H]3[C@H](O)[C@H](O)C/C(=N/OCc4ccccc4)[C@@H]3CC[C@@H]2C1=O	4%[17.5 µM]	/	-9%[13.5 µM]	0%[17.4 µM]
50	COc1ccc(OC2C=CC(C#Cc3ccc(C(C)(C)C)cc3)OC2CO)cc1 (configuration not stated)	6%[17.5 µM]	/	-11%[13.5 µM]	1%[17.4 µM]

# Remaining list, next part
cpd	compound	aGal spleen mod	RGS12 GoLoco inh	ALDH1A1 inh	aGlu spleen mod
51	Cc1cc(C)cc(/C=C/C2OCC(O)C2Oc2ccc(C3CCCC3)cc2)c1 (configuration not stated)	2%&-4%[17.5 µM]	/	-1%[13.5 µM]	-6%&5%[17.4 µM]
52	CC(=O)OC[C@@H]1O[C@@H](O/N=C2/C[C@@H](O)[C@@H](O)[C@@H]3[C@@H]4C(=O)N([C@@H](C)c5ccccc5)C(=O)[C@H]4CC[C@H]23)[C@H](OC(C)=O)[C@H](OC(C)=O)[C@@H]1OC(C)=O	-8%[17.5 µM]	/	6%[13.5 µM]	-1%[17.4 µM]
53	C/C(CCN1CCCc2nc(C)c(C)cc21)=N\OC[C@@H](O)[C@@H]1O[C@@H]2OC(C)(C)O[C@@H]2[C@H]1O	1%[17.5 µM]	/	?	-3%[17.4 µM]
54	COC(=O)[C@H](C)NC(=O)[C@@H](C)CO	5%[17.5 µM]	/	9%[13.5 µM]	-1%[17.4 µM]
55	CCOC(=O)OCC1OC(C#Cc2ccc(C)cc2C)C=CC1OC(=O)OCC (configuration not stated)	-1%[17.5 µM]	/	-8%[13.5 µM]	-2%[17.4 µM]
